Screening results as filed in PubChem.
V1R ag counter = agonists of human V1a receptor, primary screen, counter-screen for OXTR agonist project, fluorescence, CHO-V1R cells; Fluo-8 calcium fluorescence, agonist mode; 0% DMSO, 100% 3 nM vasopressin; actives 0.25% (n = 320,000); AID 2797, 2010; activation, % at 3 µM;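 active = activation above the mean activation of all tested compounds plus 3 SD, per screening run, cut at about 20% in these data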;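 note: signal is peak over basal fluorescence ratio across a 100 second FLIPR read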
Target sequence (P37288 whole entry, looked up): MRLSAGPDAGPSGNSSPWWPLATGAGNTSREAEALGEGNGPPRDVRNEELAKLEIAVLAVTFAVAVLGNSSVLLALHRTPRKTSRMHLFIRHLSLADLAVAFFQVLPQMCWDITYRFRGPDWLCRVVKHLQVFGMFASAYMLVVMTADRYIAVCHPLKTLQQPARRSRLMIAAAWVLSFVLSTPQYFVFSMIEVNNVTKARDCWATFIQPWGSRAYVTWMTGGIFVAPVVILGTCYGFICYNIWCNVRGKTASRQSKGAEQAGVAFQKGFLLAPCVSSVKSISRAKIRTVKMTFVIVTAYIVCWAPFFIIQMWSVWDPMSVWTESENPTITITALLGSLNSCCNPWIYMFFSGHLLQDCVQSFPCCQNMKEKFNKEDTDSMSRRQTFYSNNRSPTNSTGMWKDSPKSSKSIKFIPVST
OXTR ag = human OXTR agonists, primary screen, fluorescence, CHO-OTR cells, Fluo-8 calcium; Fluo-8 calcium fluorescence; normalized: DMSO 0%, oxytocin 100%; activation, % at 3 µM; actives 0.32% (n = 320,000); AID 2435, 2010;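 active = activation above the mean of all tested compounds plus 3 SD, cutoff set per screening run, cut at about 20% in these data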;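 note: peak over basal fluorescence ratio from a 100 s FLIPR kinetic read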
Target sequence (P30559 whole entry, looked up): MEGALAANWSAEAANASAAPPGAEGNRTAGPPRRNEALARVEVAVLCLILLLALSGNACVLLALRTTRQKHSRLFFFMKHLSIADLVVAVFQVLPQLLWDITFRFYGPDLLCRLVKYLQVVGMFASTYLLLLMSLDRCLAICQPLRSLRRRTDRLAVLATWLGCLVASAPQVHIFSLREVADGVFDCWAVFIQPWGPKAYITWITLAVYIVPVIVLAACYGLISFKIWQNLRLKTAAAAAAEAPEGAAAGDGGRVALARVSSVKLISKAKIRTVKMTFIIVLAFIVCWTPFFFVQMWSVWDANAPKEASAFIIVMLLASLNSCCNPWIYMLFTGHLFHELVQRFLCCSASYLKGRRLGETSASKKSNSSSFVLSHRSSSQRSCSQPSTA
GalR3 antag = GalR3 antagonists in HEK293 cells, primary screen, cell-based, fluorescence readout | Galanin receptor type 3 (Homo sapiens), O60755 | HEK293 GalR3-CNG cAMP membrane potential fluorescence; galR3 body fused to GalR1 C-terminus | inhibition, % at 3 µM | actives 0.44% (n = 360,000) | AID 651719, 2012;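 active = inhibition above the screen-wide average plus 3 SD, cut at about 13% in these data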;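 note: forskolin and galanin both at EC90 stimulate the cells; cAMP rise reported by CNG channel membrane potential dye signal; 0% = forskolin plus galanin with DMSO and 100% = forskolin alone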
Target sequence (O60755 1-299 limits assumed): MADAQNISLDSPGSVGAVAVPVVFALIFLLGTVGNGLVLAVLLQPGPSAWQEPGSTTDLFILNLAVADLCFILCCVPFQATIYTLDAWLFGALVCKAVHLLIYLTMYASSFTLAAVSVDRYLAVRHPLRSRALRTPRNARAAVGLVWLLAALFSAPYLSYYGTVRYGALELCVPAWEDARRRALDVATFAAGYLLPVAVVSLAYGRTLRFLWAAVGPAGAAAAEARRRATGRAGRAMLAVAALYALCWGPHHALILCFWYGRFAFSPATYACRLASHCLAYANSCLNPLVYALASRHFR
* = called active by the depositor; & = joins results of further samples. A portion of the library; rates above refer to the full screens.

SMILES | V1R ag counter | OXTR ag | GalR3 antag
O=C(NN=Cc1ccc(F)c(F)c1)c1ccc(NS(=O)(=O)c2cccs2)cc1 | 0.9 | 0.1 | 3
CCC1CCCCN1C(=O)COc1ccc(S(=O)(=O)N2CCOCC2)cc1Cl (centres undefined) | -0.1 | 1.8 | -5
Cc1c(C(=O)OC(C)C(=O)N(C)Cc2ccccc2)oc2ccccc12 (centres undefined) | 3.5 | -0.5 | -1
O=C(c1ccc([N+](=O)[O-])cc1)N1CCN(c2ncccn2)CC1 | 0.8 | -0.9 | -3
CC(NC(=O)COC(=O)c1cc([N+](=O)[O-])ccc1N1CCOCC1)c1ccc(F)cc1 (centres undefined) | -0.7 | -1.5 | -6
CCCSc1ccc([C@H]2N[C@@](CC(C)C)(C(=O)OC)[C@H]3C(=O)N(CC)C(=O)[C@@H]23)cc1 | -0.8 | -1.9 | -1
NC(=O)C1CN(C(=O)c2cccc(S(=O)(=O)N3CCc4ccccc43)c2)c2ccccc2O1 (centres undefined) | 5.4 | 1.2 | 1
Cc1ccn2c(NCc3ccccc3)c(-c3cccc(SC4CCCCC4)c3)nc2c1 | -0.8 | -0.8 | -1&-4
Cc1ccc(C(=O)CCC(=O)Nc2ccc(C)cn2)cc1 | -0.1 | -0.4 | -5
CSc1nnc(SCC(=O)NC(=O)c2ccccc2)s1 | 0.1 | -0.7 | 0
Cc1nccn1C(c1ccccc1)c1ccccc1 | -1.8 | -0.8 | 0
CCOC(=O)c1cn(Cc2ccccc2)c(C(=O)OC(C)(C)C)c1O | 28* | 52* | -3
COc1ccc(CCNC(=O)C(C)SCC(=O)Nc2ccc(F)cc2)cc1 (centres undefined) | 1.6 | 0.2 | -6
COc1ccc([C@H]2CC(=O)C=C(c3cccc(CO)c3)C2)cc1 | 1.3 | 2.2 | -7
N#Cc1ccccc1Oc1ccc(S(=O)(=O)N2CCCCC2)cn1 | 0.3 | -0.7 | -2
Nc1ccc(S(=O)(=O)NCC(=O)OC2CCOC2=O)cc1[N+](=O)[O-] (centres undefined) | -0.2 | 1.9 | -3
CC(=O)Nc1cccc(C(=O)Nc2cccc(S(=O)(=O)NCc3ccco3)c2)c1 | -0.5 | -0.7 | -1
O=C(CCNC(=O)c1ccc(Cl)cc1)NN1C(=O)NC2(CCCCC2)C1=O | 0.5 | 0.1 | -7
Cc1noc(C)c1NC(=O)Nc1ccc2c(c1)C(=O)N([C@H](C)CO)C[C@H](C)[C@@H](CN(C)C(=O)NC(C)C)O2 | 0.9 | 1.1 | 2
CCC(O)(C(=O)Nc1ccccc1C(F)(F)F)c1ccccc1OC (centres undefined) | 0.0 | -1.1 | 5
O=C1N[C@@H](Cc2ccccc2)C(=O)N2[C@@H]3N(S(=O)(=O)c4ccccc4)c4ccccc4[C@]3(Br)C[C@@H]12 | 1.5 | 0.5 | -2
COc1ccc(Nc2nnc(SC(C)C(=O)NC3CC3)s2)cc1 (centres undefined) | 0.0 | 0.1 | -2
COC(=O)C1=C(C)N(CCCC(=O)O)C(=O)NC1c1ccc(Cl)cc1 (centres undefined) | 0.9 | 0.6 | -1
O=C1c2ccccc2NC(c2ccc(Br)s2)N1O (centres undefined) | 0.3 | 0.7 | -3
COc1ccc(CN2C(=O)C(Cc3ccccc3)Nc3ncnc(N4CCN(c5ccccc5)CC4)c32)cc1 (centres undefined) | -0.3 | -0.1 | -8
Going on with the list:
SMILES | V1R ag counter | OXTR ag | GalR3 antag
CC(OC(=O)c1cccc([N+](=O)[O-])c1)C(=O)N1CCc2ccccc21 (centres undefined) | -0.6 | -1.3 | -6
COc1ccc(NC(=O)CN2C(=O)NC(C)(C3CC3)C2=O)cc1S(=O)(=O)N1CCOCC1 (centres undefined) | 1.6 | 1.6 | -1
CCOc1ccc(NC(=O)CN(C)C(=O)c2cn3ccccc3n2)cc1OCC | 0.7 | 0.0 | -2
CC(=O)NC12CC3CC(C1)CC(C(=O)NCC(=O)Nc1c(C)cc(C)cc1C)(C3)C2 | 0.9 | -0.5 | -5
CC1CCCC(C)N1C(=O)COC(=O)COc1ccc(C#N)cc1 (centres undefined) | 1.4 | 4.3 | -7
CCCC(C)NC(=O)Cc1ccc(S(=O)(=O)N2CCOCC2)s1 (centres undefined) | 0.4 | 0.8 | -3
C[C@H](NCCc1ccc(O)cc1)[C@H](O)c1ccc(O)cc1 | -0.2 | 0.5 | 39*
O=C(CCN1C(=O)c2ccccc2S1(=O)=O)Nc1cccc(F)c1 | 0.4 | 2.1 | 2
CN1CCN(C2Cc3ccc(Cl)cc3Sc3ccc(F)cc32)CC1 (centres undefined) | 2.7 | 6.9 | -11
CCCCN(C(=O)c1cccs1)C1CCS(=O)(=O)C1 (centres undefined) | -0.9 | 0.2 | -3
CN1CCN(S(=O)(=O)c2ccc(Nc3ccc(F)cc3)nc2)CC1 | 0.5 | 1.2 | 0
CN(C)C(=O)c1ccc(NC(=O)c2ccc(-c3ccc(Cl)cc3)o2)cc1 | 1.0 | -2.6 | -6
COc1ccc(C2=CC(=O)CC(C)(C)C2)cc1 | -1.0 | -2.5 | -1
COc1ccc(F)cc1S(=O)(=O)N1CCC2(CC1)OCCN2S(=O)(=O)c1cccs1 | 5.4 | 3.2 | -3
O=C(NCC(=O)N1CCN(C(=O)c2ccccc2)CC1)c1ccccc1 | 0.3 | 0.1 | -5
CCCn1nc(C(=O)Nc2nnc(C3CC3)s2)c2ccccc2c1=O | -0.9 | -1.3 | -4
CC1=C(/C=C/C(C)=C/C=C/C(C)=C\C(=O)O)C(C)(C)CCC1 | -1.0 | -0.4 | -2
CC(=O)Nc1cccc(C(=O)OC(C)C(=O)NCc2ccc3c(c2)OCO3)c1 (centres undefined) | -0.2 | -0.1 | 1
COc1ccc(Cl)cc1NC(=O)CN(C)C(=O)CCSc1ccc(C)cc1 | 1.2 | -0.3 | -3
CCOc1ccc(C(=O)COC(=O)c2cc([N+](=O)[O-])ccc2N2CCOCC2)cc1 | 0.5 | -1.5 | -4
Cc1ccc(NC(=O)COC(=O)COc2cccc3c2OC(C)(C)C3)c(C)c1 | -0.8 | -2.2 | -3
COc1ccc(N2CCN(S(=O)(=O)CCNC(=O)/C=C/c3ccc4c(c3)OCO4)CC2)cc1 | -0.4 | -0.8 | 1
Cc1ccc(NS(=O)(=O)c2cccc(C(=O)N3CCCCCCC3)c2)cc1 | 1.6 | 1.9 | -2
Cc1ccc(NC(=O)CNc2cccc(S(=O)(=O)N3CCCCC3)c2)cc1F | 3.7 | 2.8 | -7
COc1cccc(NCc2nnc(SCC(=O)NC3CCS(=O)(=O)C3)n2C2CCCCC2)c1 (centres undefined) | -1.0 | -0.7 | -1

Given with tabs: entries from further up
structure	V1R ag counter	OXTR ag	GalR3 antag
O=C(NCC(=O)N1CCN(C(=O)c2ccccc2)CC1)c1ccccc1	0.3	0.1	-5
CCCn1nc(C(=O)Nc2nnc(C3CC3)s2)c2ccccc2c1=O	-0.9	-1.3	-4
CC1=C(/C=C/C(C)=C/C=C/C(C)=C\C(=O)O)C(C)(C)CCC1	-1.0	-0.4	-2
CC(=O)Nc1cccc(C(=O)OC(C)C(=O)NCc2ccc3c(c2)OCO3)c1 (centres undefined)	-0.2	-0.1	1
COc1ccc(Cl)cc1NC(=O)CN(C)C(=O)CCSc1ccc(C)cc1	1.2	-0.3	-3
CCOc1ccc(C(=O)COC(=O)c2cc([N+](=O)[O-])ccc2N2CCOCC2)cc1	0.5	-1.5	-4
Cc1ccc(NC(=O)COC(=O)COc2cccc3c2OC(C)(C)C3)c(C)c1	-0.8	-2.2	-3
COc1ccc(N2CCN(S(=O)(=O)CCNC(=O)/C=C/c3ccc4c(c3)OCO4)CC2)cc1	-0.4	-0.8	1
Cc1ccc(NS(=O)(=O)c2cccc(C(=O)N3CCCCCCC3)c2)cc1	1.6	1.9	-2
Cc1ccc(NC(=O)CNc2cccc(S(=O)(=O)N3CCCCC3)c2)cc1F	3.7	2.8	-7
COc1cccc(NCc2nnc(SCC(=O)NC3CCS(=O)(=O)C3)n2C2CCCCC2)c1 (centres undefined)	-1.0	-0.7	-1

Going on with the list.
SMILES | V1R ag counter | OXTR ag | GalR3 antag
CC(=O)Nc1ccc(S(=O)(=O)N(C)CC(=O)NC2CCCCCCC2)cc1 | 1.0 | 1.2 | -6
C=CCOc1ccc(/C=C/C(=O)OCC(=O)NCCCc2ccccc2)cc1 | 1.8 | 0.1 | -4
O=C(CN1C(=O)NC2(CCCCCC2)C1=O)NCCc1ccc(F)cc1 | -1.0 | -0.1 | -8
Cc1ccccc1C(=O)N1CCC(C(=O)OCc2nc(N)nc(Nc3ccccc3)n2)CC1 | 3.0 | -1.2 | -3
CCCCN1C(=O)C(=O)c2cc(Cl)ccc21 | -0.8 | -1.0 | -3
CCCCn1c(N)c(N(CC(C)C)C(=O)c2ccc(F)c(S(=O)(=O)N3CCOCC3)c2)c(=O)[nH]c1=O | 0.8 | 0.3 | -3
COc1ccccc1NC(=O)COC(=O)c1[nH]c(=O)[nH]c(=O)c1N | -0.1 | -0.1 | -6
O=C(CSc1nnc(-c2ccncc2)o1)Nc1cccc(F)c1 | 1.2 | 1.2 | -2
O=C(O)c1cccc(-c2noc(-c3cccc(Cl)c3)n2)c1 | -0.2 | 1.5 | -1
CCCCN1CC(=O)N2[C@H]3c4cc(Cl)ccc4OC[C@@H]3[C@H](C(=O)OCC)[C@]2(C)C1=O | 0.8 | 0.2 | -4
COc1cc(C(=O)NNC(=O)c2cc(S(=O)(=O)N(C)C)ccc2N2CCCC2)cc(OC)c1OC | -0.4 | -0.3 | 2
CC(C)(C)N(Cc1ccccc1)C(=O)CN1C(=O)c2ccccc2S1(=O)=O | 0.4 | 4.2 | -4
COc1cc(C2C(C(=O)c3ccc(C)o3)=C(O)C(=O)N2Cc2ccccc2)ccc1O (centres undefined) | -0.7 | 0.6 | -4
COc1cc(NC(=O)COc2cccc3c2OC(C)(C)C3)cc(OC)c1OC | 8.2 | 13 | -5
CCOc1ccc(-c2cccc(NS(=O)(=O)c3cc([N+](=O)[O-])ccc3C)c2)nn1 | 0.4 | 0.1 | -4
CCc1ccc(NC(=O)C(C)OC(=O)Cc2cc(OC)c(OC)c(OC)c2)cc1 (centres undefined) | 1.4 | -1.3 | -2
Cn1ccc(NC(=O)c2ccc([N+](=O)[O-])cc2)n1 | 0.1 | 1.3 | -8
O=C(NNC(=O)C12CC3CC(CC(Cl)(C3)C1)C2)c1ccncc1 | 0.2 | 0.2 | -3
Cc1cc(Br)c(NC(=O)CSc2n[nH]c(N)n2)c(Br)c1 | 0.7 | 0.8 | -6
CCN(CC)S(=O)(=O)c1cccc(C(=O)OCC(=O)NCCN2C(=O)CSC2=O)c1 | 0.5 | 1.0 | -6
CN(C)CCCn1c(=O)n(C2CCCCC2)c(=O)c2c3c(sc21)CCCCC3 | 0.0 | 1.6 | -5
CN(C(=O)COC(=O)CNC(=O)c1sc2ccccc2c1Cl)C1CCS(=O)(=O)C1 (centres undefined) | -0.4 | -1.4 | -3
COc1ccc(S(=O)(=O)N2CCCCCC2)cc1C(=O)N(C)CC(=O)Nc1ccccc1Br | -0.9 | -2.4 | -3
COc1ccc([C@H]2CC(=O)C=C(c3ccc(CO)cc3)C2)cc1 | 1.5 | 1.5 | -8
Cc1ccc(-n2ncc3c(=O)n(CC(=O)N4CCN(C(=O)c5ccco5)CC4)cnc32)cc1 | -0.6 | -1.8 | -4
The results go on:
SMILES | V1R ag counter | OXTR ag | GalR3 antag
Cc1noc(C)c1COC(=O)c1csc2c1CCC(C)C2 (centres undefined) | 0.1 | 0.0 | -6
COc1cc(/C=C/C(=O)OCC(=O)Nc2cccc(F)c2)ccc1O | 3.2 | 8.2 | -1
O=C(CSc1nc(=O)n2ccccc2n1)N1CCN(c2ccccc2)CC1 | 0.6 | -0.5 | -6
COCCn1c(C)cc(/C=C(\C#N)C(=O)OC(C)C(=O)Nc2ccc(NC(C)=O)cc2)c1C (centres undefined) | 1.1 | 1.1 | -5
N#Cc1ccccc1S(=O)(=O)N1CCN(C(=O)c2cn(-c3ccccc3)nc2-c2cccnc2)CC1 | 0.2 | -0.3 | 5
CCOC(=O)C1=C(C)NC(C)=C(C(=O)OCC)C1C(=O)OCC(=O)NCCc1ccccc1 | -0.9 | -1.2 | -2
CCN(CC(=O)Nc1c(F)cccc1F)C(=O)CCNC(=O)c1ccccc1OC | 0.9 | 0.1 | -4
Cc1cc(=O)[nH]c(SCC(=O)N2CCCC2)n1 | 0.0 | 2.6 | -6
Cc1nc(SCC(=O)Nc2cccc(S(=O)(=O)N3CCOCC3)c2)nc(C)c1C | 0.9 | 2.0 | 4
Cc1ccc2c(CC(=O)Nc3ccc(F)c(S(=O)(=O)N4CCOCC4)c3)coc2c1 | 6.6 | 2.8 | -3
CC(C)(CNC(=O)c1cc2c(s1)CCCC2)N1CCOCC1 | 0.6 | 0.4 | 4
CN(CC(=O)Nc1ccc(F)cc1)C(=O)c1cccc(NS(=O)(=O)c2ccccc2)c1 | -0.4 | 0.2 | 0
O=C(O)c1ccccc1-c1c2cc(I)c(=O)c(I)c-2oc2c(I)c(O)c(I)cc12 | 205* | 232* | -7
CCCCN(C1CCS(=O)(=O)C1)S(=O)(=O)c1cc(C)ccc1C (centres undefined) | -1.7 | -1.9 | -5
CCCCC/C=C/C1=CC(=O)C[C@H](c2ccc3c(c2)OCO3)C1 | -0.2 | -0.8 | -5
Cc1cccn2c(=O)nc(SCC(=O)Nc3cccc4ccccc34)nc12 | -0.6 | -0.6 | 2
